PrPC TRFRET: reduces human prion protein on the cell surface | inhibition, % at 13.8 µM | hit rate 0.43% among 370,000 | P04156 | AID 720596 | cell surface PrPC, TR-FRET read-out; in the data active means inhibition above about 24%; further: 0% = median of the test wells and 100% = reference compound wells
PfHsp40 rescue: rescue of PfHsp40-mediated yeast toxicity; S. cerevisiae expressing PfHsp40, growth rescue, ATP luminescence; growth rescue, % at 12.5 µM; hit rate 0.68% among 340,000; in the data active means growth rescue above about 28%, passing the limit was not always enough; inconclusive means no clear call, values can overlap the other calls;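 further: yeast W303a lacking pdr1 and pdr3 grown in galactose medium; growth measured after three days at 30 °C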
PriA SSB inh: blocks PriA binding to SSB C-terminal tail; AlphaScreen SSBct-PriA binding, biotinylated peptide; inhibition, % at 33 µM; hit rate 0.6% among 430,000; in the data active means inhibition mostly above about 37%, no sharp cut-off; inactive means mostly below about 20%;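 further: plate controls were negative control peptide for no effect and reference peptide for full effect; strong numbers were not always called active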
Y pestis TopoI: blocks Yersinia pestis topoisomerase I activity; Y. pestis Topo-I cleavage product accumulation, plate reader; activity, % at 10 µM; hit rate 0.064% among 360,000; in the data active means activity above about 50%, passing the limit was not always enough; inconclusive means no clear call, values can overlap the other calls; further: inactives centre near 2
Vc quorum ag: induces V. cholerae light production without autoinducers | V. cholerae BH1578 lux reporter, luminescence, 6 h | activation, % at 18.7 µM | hit rate 0.16% among 350,000; in the data active means activation mostly above about 9.7%, no sharp cut-off; inconclusive means no clear call, values can overlap the other calls; inactive means mostly below about 3.7%; further: not every result past the cut was called active; inactives centre near 0; reference of the scale not given here
3CLpro inhibitor: SARS-CoV 3CLpro protease inhibition | recombinant SARS-CoV 3CLpro, quenched FRET peptide cleavage | P0C6X7 | inhibition, % at 6 µM | hit rate 0.14% among 290,000; in the data active means inhibition above about 12%
TcdB inh: inhibitors of Clostridioides difficile toxin B glycohydrolase. TcdB glycohydrolase enzymatic assay, plate reader. inhibition, % at 9.99 µM. hit rate 0.24% among 350,000. AID 652162; in the data active means inhibition above about 10%
Target sequence (P18177 whole entry, looked up): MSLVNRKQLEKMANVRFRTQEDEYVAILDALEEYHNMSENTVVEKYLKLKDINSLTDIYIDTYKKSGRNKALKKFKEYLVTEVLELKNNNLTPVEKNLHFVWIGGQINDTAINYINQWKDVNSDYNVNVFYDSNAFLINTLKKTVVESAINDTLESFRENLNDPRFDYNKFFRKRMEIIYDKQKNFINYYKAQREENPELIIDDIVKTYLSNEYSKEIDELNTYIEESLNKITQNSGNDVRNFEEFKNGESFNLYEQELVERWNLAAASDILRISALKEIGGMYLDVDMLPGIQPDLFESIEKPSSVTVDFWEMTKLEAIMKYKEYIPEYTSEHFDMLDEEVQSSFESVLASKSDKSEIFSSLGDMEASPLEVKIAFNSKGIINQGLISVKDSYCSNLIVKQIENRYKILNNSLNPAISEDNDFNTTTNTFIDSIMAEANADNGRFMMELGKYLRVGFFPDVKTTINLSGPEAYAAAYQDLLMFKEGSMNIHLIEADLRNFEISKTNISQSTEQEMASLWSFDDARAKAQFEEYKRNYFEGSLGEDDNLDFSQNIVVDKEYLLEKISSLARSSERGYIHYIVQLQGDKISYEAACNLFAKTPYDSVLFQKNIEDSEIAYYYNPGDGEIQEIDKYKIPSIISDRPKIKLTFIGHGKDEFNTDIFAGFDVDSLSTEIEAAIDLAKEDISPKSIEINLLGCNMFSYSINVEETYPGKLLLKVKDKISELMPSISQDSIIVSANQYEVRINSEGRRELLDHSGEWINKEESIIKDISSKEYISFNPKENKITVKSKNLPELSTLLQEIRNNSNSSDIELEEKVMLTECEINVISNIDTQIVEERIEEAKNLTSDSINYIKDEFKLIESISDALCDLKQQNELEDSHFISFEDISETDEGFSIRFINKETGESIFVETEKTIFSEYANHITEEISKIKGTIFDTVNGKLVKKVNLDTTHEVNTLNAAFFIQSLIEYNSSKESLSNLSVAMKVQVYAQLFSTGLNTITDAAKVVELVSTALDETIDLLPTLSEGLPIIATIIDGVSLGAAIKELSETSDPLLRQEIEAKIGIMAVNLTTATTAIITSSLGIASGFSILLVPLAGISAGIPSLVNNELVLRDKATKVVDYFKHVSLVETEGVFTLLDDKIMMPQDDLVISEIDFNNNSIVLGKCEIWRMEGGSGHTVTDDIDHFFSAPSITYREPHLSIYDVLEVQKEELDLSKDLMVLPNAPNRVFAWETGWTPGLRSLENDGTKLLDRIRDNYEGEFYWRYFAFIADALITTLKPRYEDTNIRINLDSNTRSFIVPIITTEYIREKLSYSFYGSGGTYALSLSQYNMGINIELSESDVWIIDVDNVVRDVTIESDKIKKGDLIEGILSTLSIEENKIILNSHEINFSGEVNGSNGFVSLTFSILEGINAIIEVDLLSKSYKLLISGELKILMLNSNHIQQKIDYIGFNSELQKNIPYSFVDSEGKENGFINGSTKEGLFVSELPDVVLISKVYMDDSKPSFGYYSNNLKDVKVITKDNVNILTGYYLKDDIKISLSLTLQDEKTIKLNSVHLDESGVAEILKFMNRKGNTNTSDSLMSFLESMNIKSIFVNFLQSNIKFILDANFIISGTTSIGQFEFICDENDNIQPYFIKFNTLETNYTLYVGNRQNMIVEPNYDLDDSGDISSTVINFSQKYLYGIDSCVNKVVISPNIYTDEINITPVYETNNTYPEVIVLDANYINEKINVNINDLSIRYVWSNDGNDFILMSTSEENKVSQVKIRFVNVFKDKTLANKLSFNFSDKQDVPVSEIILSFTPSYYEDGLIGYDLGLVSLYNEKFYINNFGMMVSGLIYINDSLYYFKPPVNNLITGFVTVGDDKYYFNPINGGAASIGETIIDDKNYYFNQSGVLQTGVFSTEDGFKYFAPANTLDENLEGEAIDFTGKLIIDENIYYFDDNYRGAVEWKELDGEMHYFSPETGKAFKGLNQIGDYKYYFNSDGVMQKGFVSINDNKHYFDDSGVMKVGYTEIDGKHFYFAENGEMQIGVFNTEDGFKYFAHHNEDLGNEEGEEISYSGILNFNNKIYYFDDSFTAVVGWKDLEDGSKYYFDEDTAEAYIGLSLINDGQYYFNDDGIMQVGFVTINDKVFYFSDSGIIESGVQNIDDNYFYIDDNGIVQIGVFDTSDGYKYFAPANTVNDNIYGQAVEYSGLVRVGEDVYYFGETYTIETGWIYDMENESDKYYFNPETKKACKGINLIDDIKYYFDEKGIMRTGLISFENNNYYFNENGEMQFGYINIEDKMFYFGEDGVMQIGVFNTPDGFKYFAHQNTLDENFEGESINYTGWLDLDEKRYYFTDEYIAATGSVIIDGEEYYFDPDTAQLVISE
Anthrax LF prot: inhibitors of Bacillus anthracis lethal factor protease. P15917. multiplex microsphere protease cleavage assay, LF. inhibition, % at 10 µM. hit rate 0.12% among 360,000; further: plate controls were buffer without enzyme for full effect and enzyme alone for no effect
BoNT-A LC inh2: blocks Botulinum neurotoxin A light chain protease. multiplex microsphere protease substrate cleavage, flow cytometry. inhibition, % at 10 µM. hit rate 0.17% among 360,000. AID 588499; further: plate controls were buffer without enzyme for full effect and enzyme alone for no effect
An asterisk follows results filed as active; i = inactive; ? = inconclusive; . = no result given; & = joins results of further samples. Unless noted, no stated cut-off is given here; in the data, active means inhibition above about 30%; inconclusive means no clear call, values can overlap the other calls; inactive means below that. Some of the compounds tested, so the mix of outcomes need not match the whole.

SMILES | PrPC TRFRET | PfHsp40 rescue | PriA SSB inh | Y pestis TopoI | Vc quorum ag | 3CLpro inhibitor | TcdB inh | Anthrax LF prot | BoNT-A LC inh2
CCCCCCCNC(=O)C1(CC2CC(c3cccc(Br)c3)=NO2)CCN(C(=O)CCCCCBr)CC1 (stereo not given) | -15 | 45* | -7 | 27 | i | . | 1.3 | -9 | 0.0
CCN(C(=O)COC(=O)c1cnc(C)cn1)C1CCCCC1 | 0 | -0.8 | 2 | -12 | 0.1 | -4 | . | -2 | -0.2
Cc1ccc2[nH]c(=O)c(CN(Cc3cccnc3)Cc3nnnn3CC3CCCO3)cc2c1 (stereo not given) | 2 | 0.7 | -1 | -3 | -0.6 | -2 | 0.4 | -5 | 0.3
CN(C)S(=O)(=O)c1cccc(-c2csc(=Nc3ccccc3)n2CCCN2CCOCC2)c1 | -14 | 0.8 | 29 | 25 | -0.2 | 1 | 1.9 | -3 | -0.2
COc1ccc(CNCC(C)NCc2ccc(OC)c(OC)c2)cc1OC (stereo not given) | -4 | -0.9 | 1 | 3 | -0.4 | 2 | 1.7 | -8 | 1.2
Cc1ccc(NC(=O)COC(=O)C2CC2)cc1S(=O)(=O)N1CCOCC1 | -4 | -0.1 | 1 | 10 | -0.8 | . | 1.4 | -3 | 0.5
COc1cccc(-c2cc(-c3cccnc3)nc(N)c2C#N)c1 | -11 | -1.4 | -12 | 8 | i | 5 | -0.4 | -4 | ?
O=C(c1sc2cccc(Cl)c2c1Cl)N1CCN(CCc2ccccn2)CC1 | -14 | 0.4 | -1 | 30 | 2.5 | -4 | 1.8 | 0 | -0.8
N#Cc1ccccc1S(=O)(=O)N1CCN(C(=O)CN2CCCC2c2cccs2)CC1 (stereo not given) | -3 | -0.4 | 11 | 21 | -2.5 | . | 2.3 | 7 | 1.1
CCc1c(C)c2c(C)nn(-c3ccccc3)c2oc1=O | 1 | 11 | -9 | 7 | 0.5 | 2 | . | -6 | -1.0

Only BoNT-A LC inh2 and 3CLpro inhibitor (two entries from above):
molecule	BoNT-A LC inh2	3CLpro inhibitor
Cc1ccc2[nH]c(=O)c(CN(Cc3cccnc3)Cc3nnnn3CC3CCCO3)cc2c1 (stereo not given)	0.3	-2
Cc1ccc(NC(=O)COC(=O)C2CC2)cc1S(=O)(=O)N1CCOCC1	0.5	.

New compounds follow
SMILES | PrPC TRFRET | PfHsp40 rescue | PriA SSB inh | Y pestis TopoI | Vc quorum ag | 3CLpro inhibitor | TcdB inh | Anthrax LF prot | BoNT-A LC inh2
CSc1sc(C)cc1/C=N/O | -3 | 0.4 | . | -4 | i | 4 | . | 2 | 0.1
CCCCN(Cc1ccccc1)C(=O)c1cnc2n(c1=O)CCS2 | -2 | -0.1 | -3 | 8 | -0.2 | 1 | . | -3 | 1.1
CCCNC(=O)c1c(Cl)cnn1-c1ccc(C)cc1 | 5 | 1.0 | -4 | 8 | i | 4 | 1.1 | -2 | 0.4
COc1ccccc1OCC(=O)N/N=C/c1c(O)ccc2ccccc12 | -5 | -1.0 | . | 2 | -0.5 | -3 | 0.9 | 0 | 1.6
COc1ccc(C2N(c3ccc(Cl)cc3)N=C(C(C)=O)N(C)N2C(C)=O)cc1 (stereo not given) | 8 | 2.9 | 7 | 29 | . | 3 | 2.9 | -1 | -0.3
O=C(O)CCCCCNC(=O)c1ccc(C(=O)NCCCCCC(=O)O)cc1 | 3 | -0.6 | -3 | -5 | 0.6 | 3 | 0.5 | -3 | 0.4
Cc1ccc(NC(=O)Cc2nnc(SCC(=O)NC3CCCC3)n2C)cc1C | 2 | -1.0 | -8 | 2 | -6.9 | 0 | -0.5 | 3 | -0.6
COc1ccc(S(=O)(=O)Nc2ccc3c(c2)C(=O)N([C@H](C)CO)C[C@H](C)[C@@H](CN(C)C(=O)Nc2ccc(C(F)(F)F)cc2)OCCCC[C@H](C)O3)cc1 | 2 | . | . | 28 | -0.4 | . | 2.2&1.1 | 4 | -0.1
CC(C)CC1NC(C(=O)O)Cc2c1[nH]c1ccccc21 (stereo not given) | 3 | -0.3 | -1 | -3 | 0.0 | 1 | -6.8 | -15 | -2.8
Cc1cc(-c2ccccc2C(=O)NCc2ccccc2)on1 | 3 | -0.6 | -15 | 2 | -5.6 | 0 | . | 0 | -0.6
CC(=O)Nc1ccc(S(=O)(=O)N(C)CC(=O)OCC(=O)N(CC(C)C)C2CCS(=O)(=O)C2)cc1 (stereo not given) | -1 | -0.4 | 3 | 2 | i | . | 0.5 | 3 | 1.5
COc1ccc(F)cc1-c1cc(NC=O)c2ncc(-c3cccc(C(=O)N(C)C)c3)n2c1 | -18 | . | . | 18 | i | . | -0.5 | -3 | 0.1
CCn1cc(C(=O)O)c(=O)c2cc(F)c(N3CCN(C(=S)NC(=O)c4ccccc4Cl)CC3)cc21 | 11 | -0.3 | 6 | 3 | -0.4 | -1 | 1.3 | -7 | -0.3
Cc1ccc(C)c(C(=O)CC2(O)C(=O)N(C)c3ccccc32)c1 (stereo not given) | -3 | 0.2 | -10 | 2 | 2.6 | 1 | 0.4 | -1 | -0.4
CN(C)c1c(N)c(=O)oc2ccccc12 | 1 | 1.4 | -5 | 6 | 4.7 | 1 | -5.1 | 1 | -0.1
Cc1ccc(C(=O)Nc2ccsc2C(=O)O)cc1 | 3 | -2.0 | -8 | 3 | -2.2 | -4 | 0.7 | -1 | -3.6
CCCCCN(C(=O)NC(=O)NCCCC)S(C)(=O)=O | 1 | 0.6 | -2 | 10 | i | 6 | . | 0 | -1.5
O=C(CCl)N(c1ccccc1)c1ccccc1 | -3 | 1.0 | -7 | 2 | -1.0 | 0 | -0.5 | -6 | -0.2
CC(=O)c1ccc(S(=O)(=O)NCC(=O)N2CCN(C/C=C/c3ccccc3)CC2)cc1 | -5 | 0.1 | 11 | 8 | i | . | 0.6 | . | .
CC1CCC(NCC(=O)Nc2cccc(S(N)(=O)=O)c2)CC1 (stereo not given) | -3 | 2.2 | 2 | 1 | -0.1 | 3 | 0.8 | -5 | -0.4
CC(=O)c1cc(C#N)c(SCCC(C)C)nc1C | . | -0.2 | -44 | 23 | i | 5 | 1.1 | -2 | -3.1
Cc1ccc(NC(=O)CCCN2C(=S)NC(C)(C)CC2C)cc1 (stereo not given) | 6 | 1.7 | 0 | 8 | 2.0 | 2 | 1.4 | -8 | -0.6
O=C(CCC(=O)Nc1ccccc1Cl)N/N=C1\CCCc2ccccc21 | -3 | 0.1 | . | -9 | i | -3 | -0.2 | -3 | -0.3
CCCOc1ccccc1C1CC(=O)NC(C)=C1C(=O)OCC(C)C (stereo not given) | -5 | 1.0 | -15 | -1 | -0.6 | 5 | . | 0 | 0.1
COc1cccc(OC)c1CNC(=O)C1CCC(=O)N(CC2CCCCC2)C1 (stereo not given) | 5 | 0.8 | 7 | 12 | -0.3 | -1 | -0.1 | -2 | -0.2
CCOc1ccc(-n2c(N)c(C(=O)NCc3cccnc3)sc2=S)cc1 | -24 | 1.7 | 4 | -5 | i | -2 | . | -4 | -0.8
CC(=O)Oc1ccc(-c2cc3c(OC(C)=O)cc(OC(C)=O)cc3oc2=O)cc1 | -14 | -1.9 | -12 | -4 | -0.5 | . | 4.4 | 0 | 0.0
O=C(c1ccc2c(c1)OCO2)N1CCN(CCN2C(=O)c3cccc4cccc(c34)C2=O)CC1 | 2 | 1.3 | -6 | 12 | -0.2 | . | 1.9 | -4 | 0.9
CCc1ccc(NC(=O)N(CCN2CCOCC2)Cc2ccc3c(c2)CCCN3CC)cc1 | 1 | 0.4 | 17 | 30 | -12 | 3 | . | -8 | -0.4
CC(C)CC(N)c1csc(NC(=O)Nc2ccccc2C(C)(C)C)n1 (stereo not given) | -4 | . | . | -19 | -0.8 | . | 0.3 | -3 | -0.3
OCCC1CN(Cc2nc3ccc(F)cc3[nH]2)CCN1C1CCCC1 (stereo not given) | 2 | 0.0 | 1 | 8 | i | -3 | 0.5 | -2 | -0.2
O=C(Cc1cccc2ccccc12)Nc1nnc(-c2cccc([N+](=O)[O-])c2)s1 | -6 | -0.3 | -14 | -8 | -0.5 | 1 | 0.8 | 2 | 0.1
C/C(N)=C(/C#N)C(=O)CSc1cc(Cl)ccc1Cl | 2 | -0.8 | 7 | -2 | -0.1 | 1 | . | -4 | 0.1
O=C(Cn1nnc2ccccc2c1=O)Nc1cccc(S(=O)(=O)N2CCOCC2)c1 | 0 | -1.1 | 1 | 1 | -0.5 | 2 | 1.7 | 1 | -1.0
CC(C)Oc1ccccc1/C=N/n1nnnc1N | -12 | 0.7 | . | -1 | -0.3 | . | 0.4 | -8 | -0.2
CCCCOc1ccc(C2C(C(=O)c3ccc(C)o3)=C(O)C(=O)N2CC2CCCO2)cc1 (stereo not given) | 7 | -2.0 | -3 | 8 | -0.4 | 7 | -0.9 | -1 | -0.2
O=C(O)c1cc([N+](=O)[O-])ccc1NCc1ccccc1 | -11 | 0.4 | 5 | 9 | -0.3 | 6 | 0.6 | -6 | -0.2
NS(=O)(=O)c1cc(Cl)c(NC(=O)COC(=O)c2ccccn2)c(Cl)c1 | 0 | -1.1 | -2 | 2 | 0.0 | . | -2.0 | 9 | 0.6
C[C@@]12CCC=C[C@H]1[C@H](c1ccc(F)c(/C=C/c3ccccc3)c1)N(Cc1ccccc1)C2=O | 4 | -0.2 | -1 | -9 | -3.7 | . | 0.3 | 2 | 0.6
Cc1sc2nc(CN3CCN(S(=O)(=O)c4cccc5nonc45)CC3)[nH]c(=O)c2c1C | -5 | 0.3 | -3 | -1 | . | -5 | . | -6 | -1.5
CCCc1cc(=O)[nH]c(SCC(=O)NCC2COc3ccccc3O2)n1 (stereo not given) | -8 | 0.6 | 8 | 10 | -0.2 | . | 0.3 | -1 | 0.2
COc1ccc(C)cc1NC(=O)CSc1ccc(-c2ccco2)nn1 | 7 | -1.3 | 13 | 19 | -0.3 | 2 | -0.7 | 1 | 0.8
COC(=O)c1c(NC(=O)COC(=O)[C@@H](NS(=O)(=O)c2ccccc2)C(C)C)sc2c1CCC2 | 7 | -1.3 | -4 | 11 | -0.8 | 4 | . | 0 | -0.3
CN(Cc1ccc([N+](=O)[O-])cc1)c1ccccc1 | -5 | 0.4 | 2 | 4 | 1.0 | . | 1.1 | -4 | -0.1
Fc1ccc(-c2cc3nc4c(c(N5CCOCC5)n3n2)CCCC4)cc1 | -6 | 1.6 | -4 | 16 | -5.0 | 0 | -0.6 | 3 | 1.5
CCOC(=O)c1csc(NC(=O)c2ccc(OCC)cc2)n1 | 30* | 0.0 | -8 | -5 | i | -1 | 0.5 | -6 | -1.1
COC(=O)c1cc(NC(=O)Cc2ccccc2[N+](=O)[O-])ccc1Cl | -7 | 0.0 | 3 | -6 | 0.1 | 14* | . | -2 | -0.3
CCn1cc(C(=O)NN)c(=O)c2cc(F)c(N3CCOCC3)cc21 | 0 | 0.1 | 13 | 12 | 1.4 | -3 | 0.7 | -4 | -2.3
O=C(Nc1ccc(S(=O)(=O)Nc2ncccn2)cc1)c1ccc(Cl)c([N+](=O)[O-])c1 | -10 | -1.1 | -5 | -1 | -0.7 | 1 | 0.6 | -8 | -4.6
COc1ccc([C@H]2CC(=O)C=C(c3ccc(Cl)c(F)c3)C2)cc1 | 2 | 9.1 | -7 | 3 | 0.6 | . | -0.7 | -9 | -0.5
COc1ccc(-c2cc(C(=O)O)c3ccccc3n2)c(OC)c1 | 3 | 0.3 | -10 | 1 | i | 0 | . | -1 | -0.3

Exported with tabs: entries from further up
mol	PrPC TRFRET	PfHsp40 rescue	PriA SSB inh	Y pestis TopoI	Vc quorum ag	3CLpro inhibitor	TcdB inh	Anthrax LF prot	BoNT-A LC inh2
CCOC(=O)c1csc(NC(=O)c2ccc(OCC)cc2)n1	30*	0.0	-8	-5	i	-1	0.5	-6	-1.1
O=C(Nc1ccc(S(=O)(=O)Nc2ncccn2)cc1)c1ccc(Cl)c([N+](=O)[O-])c1	-10	-1.1	-5	-1	-0.7	1	0.6	-8	-4.6
COC(=O)c1c(NC(=O)COC(=O)[C@@H](NS(=O)(=O)c2ccccc2)C(C)C)sc2c1CCC2	7	-1.3	-4	11	-0.8	4	.	0	-0.3

Screens: PubChem, several laboratories
